High-throughput results: PubChem BioAssay, Sanford-Burnham Center for Chemical Genomics
CXCR6 inh = CXCR6 receptor inhibitors, primary screen, cell-based, beta-arrestin, luminescence, CHO-K1 PathHunter, 1536-well; C-X-C chemokine receptor type 6 (Homo sapiens), O00574; 0.36% of 360,000 active; inhibition, % at 20 µM; AID 602244, 2012; in the data active means inhibition above about 34%, passing the limit was not always enough;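 further: antagonist mode with CXCL16 agonist at 10 nM final; 0% = 10 nM CXCL16 with DMSO and 100% = unstimulated wells without agonist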
Target sequence (O00574 whole entry, looked up): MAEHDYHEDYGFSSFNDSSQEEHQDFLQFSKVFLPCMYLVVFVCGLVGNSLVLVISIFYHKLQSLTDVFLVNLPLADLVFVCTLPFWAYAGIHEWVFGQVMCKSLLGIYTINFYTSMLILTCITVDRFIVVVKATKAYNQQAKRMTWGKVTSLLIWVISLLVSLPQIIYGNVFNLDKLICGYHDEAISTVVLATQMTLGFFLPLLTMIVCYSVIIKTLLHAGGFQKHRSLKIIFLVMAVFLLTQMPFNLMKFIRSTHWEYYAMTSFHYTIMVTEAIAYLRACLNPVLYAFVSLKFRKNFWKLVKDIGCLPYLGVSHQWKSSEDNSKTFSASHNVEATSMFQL
TIM10 inh = growth inhibitors of isogenic TIM10 control yeast, primary screen, counter-screen for tim10-1 yeast inhibitor project, luminescence, uHTS | S. cerevisiae TIM10 strain growth, BacTiter-Glo luminescence, 24 h | inhibition, % at 10 µM | 1.4% of 330,000 active;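 active means inhibition of 40% or more at the single tested concentration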;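 further: wild-type TIM10 isogenic control strain grown at permissive 25 °C; 0% = DMSO yeast wells and 100% = minimal medium wells without yeast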
tim23-1 inh = growth inhibitors of tim23-1 mutant yeast, primary screen, luminescence, uHTS | 1.3% of 330,000 active | inhibition, % at 20 µM | AID 463212, 2010 | S. cerevisiae tim23-1 growth, BacTiter-Glo luminescence, 24 h;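 active means growth inhibition of the mutant yeast at or above 50%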;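 further: temperature-sensitive mutant grown at 25 °C; plate controls were DMSO-treated mutant yeast for no effect and medium wells lacking yeast for full effect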
APJ agonist = agonists of human apelin receptor APJ, primary screen, CHO-K1 cells, PathHunter beta-arrestin, luminescence. activation, % at 20 µM. 0.11% of 330,000 active. AID 2520, 2010. 0% DMSO wells, 100% apelin. P35414;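 active means activation more than six SD over the plate average, tested at 20 µM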;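 further: 0% = DMSO alone and 100% = apelin-13 at 10 nM; some results filed as inactive read as strong as hits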
Target sequence (P35414 whole entry, looked up): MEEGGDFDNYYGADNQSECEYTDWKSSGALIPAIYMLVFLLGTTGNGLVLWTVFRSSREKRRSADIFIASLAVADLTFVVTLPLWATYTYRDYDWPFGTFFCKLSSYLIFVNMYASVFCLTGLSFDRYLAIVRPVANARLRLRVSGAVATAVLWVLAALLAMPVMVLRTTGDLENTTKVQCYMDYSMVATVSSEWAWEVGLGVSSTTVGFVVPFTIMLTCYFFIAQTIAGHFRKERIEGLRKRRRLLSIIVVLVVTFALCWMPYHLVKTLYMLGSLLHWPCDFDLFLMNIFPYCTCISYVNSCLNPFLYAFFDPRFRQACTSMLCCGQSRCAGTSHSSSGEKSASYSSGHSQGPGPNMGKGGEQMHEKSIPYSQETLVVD
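Assay system: CHO-K1 APJ beta-arrestin complementation cell line / Compound: single test compound dose, 20 µM final, 1% DMSO / Times: overnight seeding, 90 min compound at 25 °C, 1 h detection / Technique: beta-gal luminescence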
tim10-1 inh = growth inhibitors of tim10-1 mutant yeast, primary screen, luminescence, uHTS | S. cerevisiae tim10-1 ts strain growth, BacTiter-Glo, 24 h | inhibition, % at 20 µM | 2.2% of 330,000 active | AID 463190, 2010;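 active means inhibition of at least 40%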;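 further: mutant grown at 25 °C; 0% = DMSO wells with yeast and 100% = wells holding no yeast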
CHOP UPR activ = activators of apoptotic CHOP UPR arm, primary screen, cell-based, CHO-CHOP luciferase reporter, luminescence, uHTS; UPR activation; percent of tunicamycin response over DMSO baseline; activation, % at 10 µM; 0.34% of 330,000 active; AID 449763, 2010;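 active means at 10 µM dose, activation of 40% or more, normalized to positive control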;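 further: 100% = tunicamycin at 10 µg/mL and 0% = DMSO alone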
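Dosing – one dose, 10 µM in 0.5% DMSO · System – CHO-CHOP cells, stable luciferase reporter of PERK-eIF2a-CHOP signalling · Input – 500 cells/well · Control set – tunicamycin 10 µg/mL final as positive, DMSO-only wells as negative · Timing – 6 h compound treatment, 37 °C · Measure – % activation vs tunicamycin · Technique – luminescence read with Steady-Glo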
UPR XBP1 act = activators of adaptive XBP1 UPR arm, primary screen, cell-based, CHO-XBP1 luciferase reporter, luminescence, uHTS. 0.33% of 330,000 active. activation, % at 20 µM. IRE1-XBP1 UPR activation; percent of tunicamycin response, DMSO as zero;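 active means versus positive control, 20 µM dose yields 30% or more activation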;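 further: 100% = tunicamycin at 10 µg/mL and 0% = DMSO only wells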
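assay system = CHO-XBP1 luciferase reporter cells | amount = 1000 cells/well | buffer or medium = F12 plus 10% FBS | compound dosing = single point, 20 µM final compound, 1% DMSO | incubation = 16-18 h cell attachment at 37 °C, then 6 h compound exposure | detection = Steady-Glo luminescence read | controls = tunicamycin 10 µg/mL and vehicle-only wells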
APJ antag = antagonists of human apelin receptor APJ, primary screen, CHO-K1 cells, beta-arrestin complementation, luminescence | inhibition, % at 20 µM | 0.32% of 330,000 active | AID 2521, 2010;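 active means inhibition above about 40% at 20 µM, limit read from the data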;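 further: cells challenged with 10 nM apelin-13 agonist together with compound; plate controls were apelin-13 plus DMSO wells for no effect and DMSO wells lacking apelin-13 for full effect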
Mdm2-MdmX inh = inhibitors of human Mdm2-MdmX association, primary screen, cell-based, luminescence, split luciferase, SaOS-2, uHTS. Protein Mdm4 (Homo sapiens) + E3 ubiquitin-protein ligase Mdm2 (Homo sapiens), …. SaOS-2 split-luciferase Mdm2/MdmX complementation. inhibition, % at 8 µM. 3% of 330,000 active. AID 485346, 2010;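 active means inhibition of at least 50% at 8 µM in the primary screen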
An asterisk follows results filed as active; nt = no result given.

Compound	CXCR6 inh	TIM10 inh	tim23-1 inh	APJ agonist	tim10-1 inh	CHOP UPR activ	UPR XBP1 act	APJ antag	Mdm2-MdmX inh
COc1cccc(/C=C/C(=O)c2cccc([N+](=O)[O-])c2)c1OC	9	36	61*	5	43*	1.0	1	1	6
O=C(Cc1ccc(N2CCNC2=O)cc1)N1CCCC(Nc2cccc(F)c2)C1 (configuration not stated)	6	8	1	-2	-6	3.4	4	18	60*
COc1ccccc1/C=N/NC(=O)c1ccccc1NS(=O)(=O)c1ccc(C)cc1	2	4	26	1	11	0.6	0	-19	-43
O=C(NS(=O)(=O)c1ccc(Cl)cc1)c1ccccc1	6	19	0	-1	3	-0.5	3	26	0
O=C(NCC1CCCCC1)c1ccc(=O)[nH]c1	-5	-9	17	1	23	-2.2	1	-3	2
C=C(C)Cn1c(C)cc(C)c(S(=O)(=O)c2ccccc2C)c1=O	5	7	33	-1	27	-0.6	-3	-1	17
Cc1ccc(C)c(NC(=O)c2cnccn2)c1	-12	-9	-3	0	-9	2.1	-1	15	21
O=C(CN1CCN(S(=O)(=O)c2ccc(F)cc2)CC1)Nc1ccc2c(c1)OCCO2	1	-11	6	-3	-2	-0.2	-4	5	27
O=C(NCCNc1ccc([N+](=O)[O-])cc1)c1cccc2c(Br)cccc12	12	-11	-20	nt	-4	4.7	-3	-5	33
O=C(CSc1ccc2c(c1)OCCO2)Nc1cccnc1	-4	7	16	0	11	-1.1	-2	8	20
CCOc1cc(C(=O)Nc2cccnc2)cc(OCC)c1OCC	-12	-11	17	0	13	0.3	-2	36	13
CC(=O)C1C(=O)CC(c2ccc(Cl)cc2)CC1=O (configuration not stated)	-9	3	35	1	5	-1.0	5	14	6
CCC1=Nc2ccccc2NC2=C1C(=O)CCC2	-18	7	-6	1	0	-2.6	0	-18	11
CC/C(=N\NC(=O)c1nnn(-c2nonc2N)c1CN(C)c1ccccc1)c1ccccc1	5	30	36	-4	30	1.3	-1	14	16
CCN1CCCC1CNc1ncnc2c1[nH]c1ccc(Cl)cc12 (configuration not stated)	-9	-4	-6	-2	10	-0.9	3	8	9
O=C(NCc1cccnc1)c1ccc(Cn2cc(C(F)(F)F)ccc2=O)cc1	4	11	8	0	-4	-1.5	-1	-2	-32
Cc1onc(-c2c(Cl)cccc2Cl)c1C(=O)N1CCN(c2ccccc2F)CC1	-5	-2	39	-5	25	3.7	-2	10	10
Cc1ccc(Cn2nnc3c(=O)n(CC(=O)NCc4ccccc4)cnc32)cc1	-1	9	12	2	6	-1.5	1	24	30
CCCCCCN1C=CC(=C2C(=O)c3ccccc3C2=O)C=C1	3	-10	12	-4	-4	-8.1	-14	31	-6
Nc1cc(=O)[nH]c(SCC(=O)Nc2cccc(S(=O)(=O)N3CCCCCC3)c2)n1	0	4	0	-3	-3	-1.0	-1	0	23

Structures from the list above that have an aryl methoxy group (2):
Compound	CXCR6 inh	TIM10 inh	tim23-1 inh	APJ agonist	tim10-1 inh	CHOP UPR activ	UPR XBP1 act	APJ antag	Mdm2-MdmX inh
COc1cccc(/C=C/C(=O)c2cccc([N+](=O)[O-])c2)c1OC	9	36	61*	5	43*	1.0	1	1	6
COc1ccccc1/C=N/NC(=O)c1ccccc1NS(=O)(=O)c1ccc(C)cc1	2	4	26	1	11	0.6	0	-19	-43

Further results:
Compound	CXCR6 inh	TIM10 inh	tim23-1 inh	APJ agonist	tim10-1 inh	CHOP UPR activ	UPR XBP1 act	APJ antag	Mdm2-MdmX inh
COc1cc(NC(=O)c2ccc(Br)cc2)c(OC)cc1NC(=O)c1ccccc1	14	-7	7	-4	0	2.7	-1	13	13
COc1ccc(-n2nc(C(=O)NCC(=O)N3CCN(c4ccccc4)CC3)c3ccccc3c2=O)cc1OC	4	7	9	2	15	4.2	-3	-3	-13
O=S(=O)(Nc1ccc(-c2nc3cccnc3s2)cc1)c1ccccc1F	-15	-2	21	1	19	13	-1	-18	-24
CCOC(=O)c1c(NC(=O)c2cccs2)sc2c1CCN(C(=O)OCC)C2	17	15	20	1	18	2.5	1	26	65*
Cc1ccccc1Nc1nc(Nc2ccccc2C)nc(SC2=NCCS2)n1	8	42*	33	-4	31	-2.4	-3	22	31
Cc1ccc(S(=O)(=O)NCC(=O)OC(C)C(=O)Nc2ncc(Cl)cc2Cl)cc1 (configuration not stated)	-7	2	-8	-4	13	3.3	0	0	-1
Cc1ccc(C)n1-c1sc2c(c1C#N)CCCC2	6	22	12	-3	22	1.3	-2	1	22
CCN(CC)CCSc1nc(O)c(-c2ccccc2)c(=O)[nH]1	-1	-23	-1	0	12	-0.1	-2	8	16
Cc1cccc(N(C)S(=O)(=O)c2ccc3c(c2)CCC(=O)N3)c1	-6	14	14	4	16	0.7	-2	-16	-8
O=C(COc1cccc(F)c1)Nc1nc(-c2cccnc2)cs1	2	1	2	-2	2	-1.8	1	9	21
CCOc1ccc(N(CC(=O)O)S(=O)(=O)c2ccc(F)cc2)cc1	-9	-11	-2	0	-26	0.4	-1	1	12
O=c1[nH]c(COc2ccc(Cl)cc2Cl)nc2ccccc12	-4	-14	-5	-8	-18	1.5	0	-16	-14
COc1cc(C2C(C#N)=C(N)Oc3n[nH]c(-c4cccs4)c32)cc(OC)c1O (configuration not stated)	49*	9	25	-4	15	22	18	47*	18
O=C(OCCN1CCCCC1)c1c[nH]c2ccccc12	4	5	-1	4	-33	1.1	-6	6	11
CCN1C(=O)C(=O)N(CC(=O)Nc2ccccc2Oc2ccccc2)C1=O	4	19	15	-1	22	-0.7	2	5	-12
O=C(Nc1ccccc1)NC1CCCc2ccccc21 (configuration not stated)	2	7	3	-1	34	-0.2	-2	-6	-4
CN(C)S(=O)(=O)c1ccc(N2CCOCC2)nc1	1	-6	-3	1	-6	-1.2	-1	11	-9
CCCC(=O)Nc1ccccc1-c1nnn(CC(=O)Nc2ccc(OCC)cc2)n1	2	12	0	-3	7	-1.4	-2	3	8
C=CCn1c(SCC(=O)Nc2sccc2C#N)nc2sc(C)c(C)c2c1=O	-7	-28	-18	-3	23	-0.7	0	8	5
Cn1cc([N+](=O)[O-])c(C(=O)N/N=C/c2ccc3c(c2)OCO3)n1	-12	0	12	0	3	2.5	3	-8	9
COc1cccc(C(=O)Nc2sc(C(C)C)cc2C(N)=O)c1OC	0	19	24	0	19	1.2	2	10	3
COc1ccc(NS(=O)(=O)c2ccc(C)c(C(=O)N(C)Cc3ccc(C)cc3)c2)cc1	-4	-4	-2	-9	-1	-0.1	-2	-2	19
COc1ccccc1C(=O)Nc1ccc(OCc2nnc3c4ccccc4c(C)nn23)cc1	5	10	8	-1	5	-1.9	4	4	21
COC(=O)CN1C(=O)S/C(=C/c2ccc(N3CCCCC3)o2)C1=O	33	25	33	1	54*	3.4	2	37	-22
Cc1cccc(C)c1NC(=O)CSc1nnc(C)n1CC1CCCO1 (configuration not stated)	5	10	-3	0	4	0.8	0	3	-9
COC(=O)[C@@]1(Cc2ccc(OC)cc2)[C@H]2c3cc(C(=O)N4CCCC4)n(CCSCCO)c3C[C@H]2CN1C(=O)c1ccccc1	nt	9	5	4	-4	-0.2	6	-6	-10
Cc1c(C(=O)NNC(=O)c2ccncc2)oc2ccc(Br)cc12	5	6	19	-6	15	-0.1	0	-13	8
COc1cnc(SCCC(F)=C(F)F)[nH]c1=O	-5	1	-6	-3	0	-1.6	-2	15	4
CCC(C)[C@H](NC(=O)NC1CCCc2ccccc21)C(=O)O (some centres not stated)	2	6	7	-1	-2	-0.1	0	-2	-23
Cc1cccc(NC(=O)CC2C(=O)NCCN2C(=O)Nc2ccc(Cl)cc2)c1 (configuration not stated)	-6	11	6	10	-17	2.3	-5	-2	35
COc1ccc(CNCCSc2nnnn2C)cc1OC	-4	4	16	-1	2	0.1	-1	0	-33
CCCCNC(=O)C1CC(c2ccc(C(F)(F)F)cc2)=NO1 (configuration not stated)	1	7	5	-3	6	-1.9	1	-1	5
Cc1ccc(S(=O)(=O)CCC(=O)OCC(=O)N2CC(=O)Nc3ccccc32)cc1	5	-3	7	3	9	-1.2	-1	22	1
COc1ccc(C(=O)c2ccccc2)c(OCC(=O)N(C)C)c1	-5	1	11	-3	10	-1.5	0	0	4
CC(=O)c1csc(COc2cc(Cl)cc(Cl)c2)n1	3	6	16	4	3	0.5	-2	26	4
CCC(=O)c1c[nH]c(C(=O)NCc2ccco2)c1	0	2	5	0	0	3.0	-4	0	26
COC(=O)c1ccc(CSc2cc(C)c3cccc(C)c3n2)o1	-1	12	3	-3	34	0.9	-2	5	-1
Cc1ccc(Cl)cc1NC(=O)Cn1cccc1	-1	-14	21	-5	3	1.1	0	-6	11
CCC(C)NC(=O)CSc1ncccc1C(=O)O (configuration not stated)	-8	-9	3	-3	-8	0.8	-2	9	-30
O=C(c1ccccc1)N1CCN(S(=O)(=O)N2CCOCC2)CC1	-2	8	-5	2	4	0.0	-4	7	-7
Cc1cc(=O)oc2cc(OCC(=O)NCCc3nc4ccccc4[nH]3)ccc12	-12	-18	-7	-3	1	-0.6	-1	1	-10
Cc1ccc(-c2nn(CCC#N)cc2C=C(C#N)C#N)cc1	7	21	25	-6	45*	1.0	4	10	4
COc1ccc(Nc2ccc(N3C(=O)CC(C)C3=O)cc2[N+](=O)[O-])cc1OC (configuration not stated)	4	-4	-4	-2	-6	0.9	0	-3	-28
CCOC(=O)CSc1nc(C2CC2)cc(-c2ccc(Cl)cc2)c1C#N	6	29	13	-4	27	0.1	0	10	-16
CCOc1ccc(S(=O)(=O)N(CC(=O)Nc2cc(C)on2)Cc2ccccc2Cl)cc1	13	14	31	-4	29	-0.8	-2	10	18
CC(C)CC(COCc1cccc(Cl)c1)N1CCN(C(=O)c2ccc(C(F)(F)F)cc2)CCC1=O (configuration not stated)	-9	23	28	0	49*	-0.3	-2	-36	7
COc1cc([N+](=O)[O-])ccc1NC(=O)CSc1n[nH]c(C(C)C)n1	-3	-13	-1	-1	1	1.9	-2	-6	20
Cc1ccoc1C(=O)Nc1cccc2ccccc12	8	6	9	1	22	2.2	0	1	10
CC1S/C(=N/N=C/c2ccco2)N(Cc2ccc(F)cc2)C1=O (configuration not stated)	-8	16	22	-1	15	4.8	-1	16	-6

This is a subset; count on the stated rates, not on these rows.
